Source: PubChem BioAssay
ABCB6 inh 2: human ABCB6 transporter inhibition | Q9NP58 | 360,000 tested, 0.19% active | K562-ABCB6 porphyrin accumulation, flow cytometry, 1 h; stronger effect = lower value | fluorescence ratio to DMSO, % at 10 µM;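 active = fluorescence ratio to DMSO below 75%, the collection mean minus 3 SD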;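 also: signal is porphyrin accumulated inside mitochondria; 100% equals median channel fluorescence of DMSO control wells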
CaV13 ICDI inh: Primary screen for inhibitors of IQ motif and Ca2+-dependent inactivation inhibitor domain binding in CACNA1D, Förster resonance energy transfer in living cells, …; HEK cells, CFP/YFP FRET ICDI-IQ, plate reader, 10 min; percent FRET-ratio fall versus neutral wells; inhibition, % at 12.3 µM; 340,000 tested, 0.098% active; AID 743397;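 active = mean replicate inhibition of at least 30% and at least 1% of replicates passing that level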;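 also: 0% = median of the neutral control wells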
Cardio protect: protects H9c2 cardiomyocytes from peroxide injury. H2O2 injury protection, ATPLite, 2 h. AID 588492. protection from H2O2 cell death, % at 20 µM. 360,000 tested, 0.63% active;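 active = compounds giving at least 50% protection of heart cells from peroxide-induced death in the single-dose screen, raw or plate-pattern-corrected value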;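 also: 0% = DMSO wells with peroxide and 100% = DMSO wells without peroxide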
PDI turbidity: inhibitors of human protein disulfide isomerase. PDI insulin aggregation turbidity, A650, 90 min. inhibition, % at 10 µM. P07237. 350,000 tested, 0.052% active;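 active = mean inhibition across replicates of 30% or more, whatever share of single replicates reach that level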;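 also: absorbance from insulin aggregation driven by PDI reduction with DTT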
ABHD5-PLIN5 inh: inhibitors of human ABHD5-perilipin-5 interaction | Q00G26+Q8WTS1 | Split G. princeps luciferase complementation, luminescence, 4 h | inhibition, % at 4 µM | 360,000 tested, 0.78% active | AID 602281;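 active = inhibition above the mean inhibition across every tested compound plus 3 SD, cut at about 22% in these data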;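 also: 0% = DMSO only wells and the 100% control is not disclosed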
Target sequence (Q00G26 whole entry, looked up): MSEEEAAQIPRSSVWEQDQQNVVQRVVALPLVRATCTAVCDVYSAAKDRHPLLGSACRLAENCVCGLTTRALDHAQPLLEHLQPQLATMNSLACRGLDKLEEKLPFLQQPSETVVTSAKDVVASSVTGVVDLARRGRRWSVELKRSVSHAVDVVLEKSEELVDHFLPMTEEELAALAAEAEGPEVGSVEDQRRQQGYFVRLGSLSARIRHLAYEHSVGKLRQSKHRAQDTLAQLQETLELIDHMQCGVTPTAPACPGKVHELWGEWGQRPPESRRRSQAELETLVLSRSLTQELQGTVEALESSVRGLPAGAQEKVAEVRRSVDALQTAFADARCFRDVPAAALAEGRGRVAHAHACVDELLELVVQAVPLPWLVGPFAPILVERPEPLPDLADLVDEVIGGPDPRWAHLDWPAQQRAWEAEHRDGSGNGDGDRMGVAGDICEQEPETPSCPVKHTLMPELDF
Target sequence (Q8WTS1 whole entry, looked up): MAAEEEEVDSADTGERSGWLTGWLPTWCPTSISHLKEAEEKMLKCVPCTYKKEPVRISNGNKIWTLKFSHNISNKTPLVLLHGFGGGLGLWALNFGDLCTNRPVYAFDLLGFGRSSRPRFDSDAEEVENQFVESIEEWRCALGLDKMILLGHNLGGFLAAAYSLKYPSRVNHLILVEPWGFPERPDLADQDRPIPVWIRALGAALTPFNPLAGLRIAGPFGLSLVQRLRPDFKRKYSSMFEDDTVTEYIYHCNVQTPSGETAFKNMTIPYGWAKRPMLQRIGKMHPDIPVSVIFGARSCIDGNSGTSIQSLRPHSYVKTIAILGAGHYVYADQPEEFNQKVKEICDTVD
MC4R antagonist: human MC4R antagonism in cAMP assay; P32245; MC4R-expressing cells, MTII-stimulated cAMP, LANCE TR-FRET; inhibition, % at 6.5 µM; 360,000 tested, 0.48% active; AID 540295;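 active = inhibition above its plate's cutoff, the mean of tested wells on that plate plus 3 SD, cut at about 29% in these data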;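 also: 0% = Melanotan II alone and 100% = Melanotan II plus saturating MCL0020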
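system = U2OS cells with stable human MC4R expression | also added = Melanotan II challenge after compound preincubation | dosing = one concentration, 6.5 µM nominal | incubation = compound 30 min, challenge 1 h, detection 1 h | measured by = TR-FRET with Eu-cAMP and labeled anti-cAMP, 671 nm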
N-glyco inh: N-linked glycosylation inhibition. D54 ERlucT glycosylation luciferase reporter, 24 h; percent of 100 nM tunicamycin response. reporter increase, % at 12.5 µM. 360,000 tested, 0.23% active;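 active = mean luciferase reporter signal, scaled so untreated is 0 and the glycosylation-blocking control 100, at or above a set limit in every replicate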;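 also: luciferase carries N-glycosylation sites so blocking glycosylation raises the light; 0% = median of neutral control wells and 100% = median of 100 nM tunicamycin wells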
Granule exo inh: lytic granule exocytosis inhibition | 360,000 tested, 0.66% active | TALL-104 LAMP-1 surface exposure, flow cytometry; cells stimulated with thapsigargin and PMA | inhibition, % at 10 µM;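 active = inhibition above about 55%, limit read from the data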
MC4R barr agon: agonists of human melanocortin 4 receptor (MC4R) beta-arrestin; U2OS MC4R beta-arrestin complementation, luminescence; percent of melanotan II response, DMSO zero; activation, % at 8.9 µM; 360,000 tested, 0.98% active; AID 540308;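 active = activation above a per-plate cutoff, the mean activation of sample wells on that plate plus 3 SD, cut at about 8% in these data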
m5-HT2A agonist: mouse HTR2A agonism via beta-arrestin recruitment. P35363. CHO-K1 mHTR2A beta-arrestin complementation, luminescence; percent of 30 µM serotonin response. activation, % at 7.6 µM. 360,000 tested, 0.66% active;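 active = activation above a run cutoff, the mean activation of all tested compounds plus 3 SD, cut at about 14% in these data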;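 also: 0% = plate median of compound wells and 100% = 30 µM serotonin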
* hit, by the source's call; nt = not tested or not shown.

SMILES	ABCB6 inh 2	CaV13 ICDI inh	Cardio protect	PDI turbidity	ABHD5-PLIN5 inh	MC4R antagonist	N-glyco inh	Granule exo inh	MC4R barr agon	m5-HT2A agonist
O=c1cc(O)c(-c2ccc(Cl)cc2)c(Cl)[nH]1	98	-5	-2	3	4	19	4	-5	-1.7	-2
O=c1cc(CN2CCN(c3ccccc3F)CC2)c2cc(O)c(-c3ccccc3)cc2o1	82	-4	4	-9	-5	-2	-3	0	0.4	0
CSCCC(Nc1ccc(S(=O)(=O)N2CCOCC2)cc1[N+](=O)[O-])C(=O)OCC(=O)N(C(C)C)C(C)C (centres undefined)	90	-3	5	-2	2	1	0	0	-3.4	-4
CCN(CCNC(=O)Cn1c(=O)sc2ccccc21)c1ccccc1	95	-12	1	nt	-8	0	-3	4	-0.3	-1
CCN(CC(=O)NCc1ccc(Cl)cc1)C(=O)CN1C(=O)NC(C)(c2ccccc2)C1=O (centres undefined)	90	-8	8	5	-2	-3	-1	0	-2.9	4
Cc1ccc(S(=O)(=O)N2CCN(C(=O)c3cc4c(s3)CCCC4)CC2)cc1	99	-2	-14	6	-4	0	-6	-2	-2.5	-5
COC(CNC(=O)C1CCCCC1C(=O)O)OC (centres undefined)	98	-5	-2	5	-2	16	3	1	-2.0	-3
O=C1NC(CCc2ccccc2)C(=O)N1Cc1ccc(Br)cc1 (centres undefined)	90	-5	-6	-14	6	-5	1	-2	1.3	7
Cc1cc(C(=O)Nc2ccon2)c(C)o1	102	-3	-2	1	-1	6	1	2	-1.5	0
COc1ccc(C2=NS(=O)(=O)N(C)C(C(=O)Nc3ccc4c(c3)OCO4)=C2)cc1	96	-6	-9	7	2	3	4	17	-0.1	-1
CNc1ccc(-c2cccc(CO)c2)cn1	100	-5	-1	-44	2	5	2	-8	-2.9	-9
CC[C@]12c3[nH]c4ccc(Cl)cc4c3CCN1C(=O)[C@@H](CC(=O)NCCN1CCOCC1)C[C@@H]2C(=O)N1CCN(C(=O)c2ccco2)CC1	101	-6	15	6	0	-1	1	-1	-2.7	-3
Cc1ccc(S(=O)(=O)NNC(=O)CCC(=O)Nc2ccccc2)cc1	97	0	7	-7	1	-1	1	2	0.5	1
Cc1ccc(NC(=O)CCN2C(=O)c3ccncc3C2=O)cc1	92	-4	-1	-3	1	-6	3	0	-0.5	2
COc1ccc(NC(=O)c2ccc(S(=O)(=O)N(C)c3ccccc3)cc2)cn1	98	-6	-9	-1	2	9	-3	-2	-0.1	0
CN1CCC2(CC1)NC(=O)NC2=O	111	0	2	4	1	6	-1	-1	-1.9	6
O=C(N/N=C/c1coc2ccccc2c1=O)c1cn(-c2ccccc2)nc1-c1ccc(F)cc1	96	-5	11	3	-2	-2	-3	1	-0.3	4
COc1ccc(C(c2nnnn2Cc2cccs2)N2CCN(c3ccccc3)CC2)cc1OC (centres undefined)	89	-4	8	20	1	10	-3	5	-1.2	-8
CC(C)(C)NCCOCCOc1ccc(Cl)cc1C(C)(C)C	95	-11	-1	-1	-2	2	1	-12	0.3	-1
CC(=NNC(=S)N(Cc1ccccn1)Cc1ccccn1)c1cnccn1	97	-6	44	2	-23	-26	-13	6	-0.4	1
CC(=O)Nc1c(Cl)cc([N+](=O)[O-])c2ccccc12	100	-2	1	0	1	-1	1	-12	-1.0	3
CC(C)(C)CN1CCN(Cc2cccnc2)CC1CCO (centres undefined)	95	-4	-3	-14	-4	-3	1	9	-1.9	-4
Cc1cc(C)c2nc(N3CCC(C(=O)NCCN4CCOCC4)CC3)sc2c1	93	-5	-1	-2	12	12	-1	1	0.8	0
CSc1ccc(/C=C/C(=O)c2ccc(NC(C)=O)cc2)cc1	92	-7	-12	11	25*	4	3	0	-2.1	-5
CN(c1ccc(C(=O)N/N=C/c2cccc([N+](=O)[O-])c2)cc1)S(=O)(=O)c1ccccc1	92	-7	1	4	-8	13	-3	28	1.6	-2
CC(=O)Nc1c2c(nn1-c1ccccc1C)CS(=O)(=O)C2	109	-21	7	4	-5	11	2	-5	0.5	-1
Cc1ccc([N+](=O)[O-])cc1S(=O)(=O)NCC1COc2ccccc2O1 (centres undefined)	94	-14	-4	-6	1	8	-3	8	-2.8	10
CCN(CC(=O)NCC(=O)Nc1ccc(Br)cc1C)Cc1ccccc1	99	-6	0	7	-6	3	1	-2	1.2	0
CC(=O)Nc1ccccc1OCC(=O)NCCC1=CCCCC1	97	-4	8	3	-5	16	1	-1	-2.4	-1
CC(Sc1nncn1C)C(=O)NCc1ccc2c(c1)OCO2 (centres undefined)	103	2	18	-3	0	22	2	-1	0.6	2

Fetched one by one from the list above (2):
SMILES	ABCB6 inh 2	CaV13 ICDI inh	Cardio protect	PDI turbidity	ABHD5-PLIN5 inh	MC4R antagonist	N-glyco inh	Granule exo inh	MC4R barr agon	m5-HT2A agonist
Cc1ccc([N+](=O)[O-])cc1S(=O)(=O)NCC1COc2ccccc2O1 (centres undefined)	94	-14	-4	-6	1	8	-3	8	-2.8	10
CC(=NNC(=S)N(Cc1ccccn1)Cc1ccccn1)c1cnccn1	97	-6	44	2	-23	-26	-13	6	-0.4	1

Next compounds follow:
SMILES	ABCB6 inh 2	CaV13 ICDI inh	Cardio protect	PDI turbidity	ABHD5-PLIN5 inh	MC4R antagonist	N-glyco inh	Granule exo inh	MC4R barr agon	m5-HT2A agonist
c1ccc(-n2cnc3cc(NCc4ccco4)ccc32)cc1	100	5	-13	-3	-5	-12	15	-6	-2.7	0
C=CCN(c1ccccc1OC)S(=O)(=O)c1cccc(C(=O)OCC(=O)c2c[nH]c3ccccc23)c1	91	-6	-6	-9	-2	15	-3	0	1.2	3
CCN(CC)c1ccc(C(=O)OCC(=O)c2ccco2)cc1	94	-2	-19	3	-10	-7	2	-2	1.0	-1
O=C(O)c1cnn(-c2nc(-c3ccc(Cl)c(Cl)c3)cs2)c1C(F)(F)F	96	-5	5	-13	5	52*	0	-6	2.2	1
CCOC(=O)C1=C(C)NC2=C(C(=O)CC(C)(C)C2)C1c1ccc2c(c1)CCCN2C (centres undefined)	118	-6	-2	-3	2	0	-3	-4	1.2	7
C[C@@H]1CN([C@@H](C)CO)C(=O)CCCn2nncc2CO[C@H]1CN(C)S(=O)(=O)c1ccc(-c2ccccc2)cc1	104	-10	6	0	12	-10	3	-3	1.4	0
CCOc1ccc(S(=O)(=O)N(C)c2ccc(OCC(=O)NCc3ccc(C(=O)OC)cc3)cc2)cc1	97	-6	4	11	1	5	-2	-5	0.0	-2
N#Cc1c(-c2ccc(Cl)cc2)c2c([nH]c1=O)-c1ccccc1OC2	99	-10	-6	-8	-6	13	1	-3	1.8	0
Cc1ccc(S(=O)(=O)Nc2ccccc2[N+](=O)[O-])cc1	nt	-6	nt	nt	3	nt	nt	-4	nt	-3
Cc1cc(C)cc(OCC(O)CN2C(=O)NC(C)(C)C2=O)c1 (centres undefined)	97	-1	8	nt	4	-7	1	6	0.0	-4
COc1cc(C(C)=O)ccc1OCC(=O)OC(C)C(=O)c1ccc(F)cc1 (centres undefined)	93	-2	8	-1	6	1	2	0	-1.3	0
Cc1cc(NC(=O)Cn2cnc3sccc3c2=O)no1	98	-11	6	-15	-1	-1	2	16	1.4	9
CCCCOC(=O)Nc1ccc(C(N)=O)cc1	93	nt	-6	13	-1	0	1	1	-1.9	4
NS(=O)(=O)c1ccc(NC(=O)N2c3ccccc3Sc3ccccc32)cc1	91	-7	nt	nt	-1	23	1	1	0.3	-6
CCCCNC(=O)C1c2ccccc2C(=O)N(c2ccc(OC)cc2)C1c1ccc(OC)cc1 (centres undefined)	95	-5	-8	4	-6	2	-1	2	-2.0	1

Single records, as listed above. Screens in order: ABCB6 inh 2	CaV13 ICDI inh	Cardio protect	PDI turbidity	ABHD5-PLIN5 inh	MC4R antagonist	N-glyco inh	Granule exo inh	MC4R barr agon	m5-HT2A agonist
Listed for CC(Sc1nncn1C)C(=O)NCc1ccc2c(c1)OCO2 (centres undefined) = 103	2	18	-3	0	22	2	-1	0.6	2
Listed for CCCCOC(=O)Nc1ccc(C(N)=O)cc1 = 93	nt	-6	13	-1	0	1	1	-1.9	4
Listed for CN(c1ccc(C(=O)N/N=C/c2cccc([N+](=O)[O-])c2)cc1)S(=O)(=O)c1ccccc1 = 92	-7	1	4	-8	13	-3	28	1.6	-2
Listed for Cc1ccc(S(=O)(=O)NNC(=O)CCC(=O)Nc2ccccc2)cc1 = 97	0	7	-7	1	-1	1	2	0.5	1

Next section.
SMILES	ABCB6 inh 2	CaV13 ICDI inh	Cardio protect	PDI turbidity	ABHD5-PLIN5 inh	MC4R antagonist	N-glyco inh	Granule exo inh	MC4R barr agon	m5-HT2A agonist
COc1ccc(CNS(=O)(=O)c2ccc(-n3cnnn3)c(C)c2)cc1	94	-4	-5	-8	-11	25	-2	-12	1.0	7
O=c1[nH]c(COc2ccc(Br)cc2Cl)nc2ccccc12	99	-6	-4	0	-1	-1	-3	4	2.3	-4
CCOC(=O)CNC(=O)c1cnc(Nc2ccccc2OC)c2ccccc12	99	-17	-5	1	6	5	1	-12	0.5	0
O=C(CCSc1nnc(-c2ccncc2)o1)Nc1ccccc1	95	-8	1	4	6	3	3	2	-0.8	-2
CSc1ccccc1OCc1cc(C(=O)NCc2cnc(C)cn2)no1	98	-6	7	3	5	7	0	0	-1.4	-1
CN(C)c1ccc(NC(=O)CC2NCCNC2=O)cc1 (centres undefined)	98	-4	10	-2	3	-1	3	-3	-0.5	-2
O=C(COC(=O)CC(c1ccccc1)c1ccccc1)NCc1ccccc1	88	3	-5	1	4	2	-2	5	-1.1	-6
COCc1cccc(-c2csc(C(O)c3ccccc3)n2)c1 (centres undefined)	94	-3	-10	1	1	3	-2	0	0.7	2
CCN(CC)CCN(Cc1cc2cccc(C)c2[nH]c1=O)C(=S)Nc1ccccc1	90	nt	25	0	-5	0	-5	0	-1.5	-6
COC(=O)NNC(=O)C1CCC(C)CC1 (centres undefined)	92	-5	-10	-8	-1	1	1	6	-1.1	-1
CC(C)(C)n1nnnc1CN1CCSCC1	88	-4	5	-9	2	3	2	-2	-1.2	-1

Hits appear at their usual frequency. About 4.2% of those tested had a hit in this group.
